All columns: NCI-60 one-dose screen, growth in % after 48 h at 10 µM unless noted; 100 = growth as untreated, 0 = no growth, -100 = all killed.
SF-539 – SF-539 CNS cancer. actives 6.8% (n = 81,000). AID 1794752
SN12C – SN12C renal cancer cells; actives 3.8% (n = 81,000)
U251 – U251 CNS tumor cells; actives 5.4% (n = 80,000)
SF-268 – SF-268 CNS cancer cells. actives 3.1% (n = 82,000). AID 1794759
UO-31 – UO-31 renal cancer | actives 5.2% (n = 81,000)
PC-3 – PC-3 prostate cancer cells. actives 3.9% (n = 80,000)
786-0 – 786-0 renal cancer cells; actives 5.1% (n = 81,000); AID 1794775
SF-295 – SF-295 CNS cancer cells; actives 5.6% (n = 79,000)
DU-145 – DU-145 prostate cancer; actives 4.2% (n = 81,000); AID 1794760
Starred values were filed as active, the others as inactive; / = no result given; & = joins results of further samples. The calls were made as follows: active = growth percent below 10; inactive = the rest. This is a random part of the collection, and some 9.4% of all compounds hit somewhere here.

SMILES	SF-539	SN12C	U251	SF-268	UO-31	PC-3	786-0	SF-295	DU-145
Cc1nc(Cl)c2c(n1)N(C)c1ccc(Cl)cc1C(C)C2 (stereo unspecified)	96	87	90	89	71	74	90	91	105
O=C1/C(=C/c2ccc([N+](=O)[O-])s2)Oc2ccc(Cl)cc21	-91*	-54*	-65*	-58*	-89*	-48*	-17*	-16*	-74*
CC[C@]12C=CCN3CC[C@@]4(c5ccc(OC)cc5N(C)[C@H]4[C@@](O)(C(=O)OC)[C@@H]1OC(=O)CCCN1CCCCC1)[C@@H]32	93	98	89	94	77	103	75	104	105
O=C1c2ncccc2/C(=C/c2ccccc2)N1Cc1ccccc1	95	99	95	96	78	99	93	93	105
O=c1cc(/C=N\Nc2nc(-c3ccc(Cl)cc3Cl)cs2)c2cc(Cl)ccc2o1	94	95	101	101	70	80	97	95	102
COc1cccc2cc(-c3cc4ccccc4[nH]3)c(=NC(=O)c3ccc(Cl)cc3)oc12	58	84	44	54	58	39	70	67	86
O=C(CNCCN1CCOCC1)N1c2cccc3cccc(c23)N(C(=O)CNCCN2CCOCC2)C1c1cn(-c2ccccc2)nc1-c1cccc([N+](=O)[O-])c1	63	79	55	70	65	62	/	100	88
O=C(/C=C/c1cccc(O)c1)Oc1ccc(/C=C/c2cc(OC(=O)/C=C/c3cccc(O)c3)cc(OC(=O)/C=C/c3cccc(O)c3)c2)cc1	97	98	88	88	82	76	103	97	103
O=C(O)c1ccc(CNc2ccc(C(=O)CCl)cc2)cc1	102	99	94	109	106	92	109	86	101
O=C1C=C(O)CC2(CCCCC2)C1	100	98	/	125	87	102	100	103	/
NC(=O)c1c(NC(=O)c2ccccn2)sc2c1CCC(=O)C2	1.9*	26	14	21	4.6*	11	89	66	91
Cc1ccc(C#N)c(=O)[nH]1	110	107	92	99	130	101	109	/	117
COC(=O)C1NC(=S)N(c2ccc(Cl)cc2)C1/C=C/c1ccccc1 (stereo unspecified)	95	99	97	101	87	86	/	91	100
C#Cc1cc(C(=O)Nc2ccc(CN3CCN(C)CC3)c(C(F)(F)F)c2)ccc1OC	95	87	83	90	43	72	66	103	108
CN1CCCC1CN1CCCC1 (stereo unspecified)	99	104	108	103	84	97	103	116	108
Nc1nc(-c2ccccc2)c(N=Nc2ccc(Br)cc2)s1	78	87	89	81	62	61	90	86	82
O=S(=O)(NC1CCCCC1)c1ccccc1	109	104	/	93	79	83	88	98	112
CC1Cc2c([nH]c(=O)n(-c3ccccc3)c2=O)O1 (stereo unspecified)	93	104	98	105	98	97	96	108	103
COc1cc(/C=C/C(N)=O)cc(OC)c1OC	108	98	109	108	92	98	112	92	114
ClC(Cl)(Cl)C(c1ccccc1)c1ccccc1	104	102	92	101	87	89	100	103	107
Cc1ccc(C(=O)NN2C(=O)/C(=C/C=C/c3ccc([N+](=O)[O-])o3)SC2=S)cc1	-97*	-89*	-99*	-87*	-100*	-15*	-86*	-88*	-100*
COc1cc(-c2nc3ccccc3c(=O)[nH]2)ccc1OCC(=O)N=Nc1c(O)[nH]c2ccc([N+](=O)[O-])cc12	101	117	102	125	100	103	104	101	109
O=C(Nc1ccccc1)c1ccc(-n2c(=O)[nH]c3ccccc3c2=O)cc1	96	100	90	111	94	99	108	103	106
COc1ccc(-c2nnc(N3CCN(C(=O)CN4CCN(c5ccc(Cl)cc5)CC4)CC3)nc2-c2ccc(OC)cc2)cc1	82	57	80	69	/	26	71	45	80
O=C1CSC(=S)N1Cc1cccnc1	94	103	/	107	71	85	45	120	25
CCC(C)c1c(N)[nH]oc1=O (stereo unspecified)	104	103	105	101	92	102	103	106	112
CCCCCCCCCCCCCCCC[N+]1([O-])CCOCC1	97	92	/	87	77	71	88	76	102
Cc1ccc(Nc2ccc(Nc3ccc(C)cc3)c3c2C(=O)c2ccccc2C3=O)cc1	100	101	109	113	69	93	103	104	117
O=S(=O)(O)c1ccc(O)cc1	105	102	102	109	/	105	/	114	118
CCOC(=O)C(Cc1ccc([N+](=O)[O-])cc1)(NC=O)C(=O)OCC	97	99	91	100	88	79	93	95	107
CCCCc1oc2ccc([N+](=O)[O-])cc2c1C(=O)c1ccc(C#Cc2ccccc2F)cc1	95	89	95	99	56	86	96	95	101
C[C@]12CCc3nc(Nc4ccc(O)cc4)sc3C1=CC[C@@H]1[C@@H]2CC[C@]2(C)/C(=N/NC(N)=S)CC[C@@H]12	5.8*	-47*	-70*	-17*	-42*	-34*	-74*	-8.6*	-62*
Oc1ccccc1C=Nc1ccc(N2CCN(C(c3ccccc3)c3ccccc3)CC2)cc1	80	102	96	106	78	83	94	99	102
CC(=O)NCCN	95	104	97	108	98	92	98	101	116
COc1ccc(C(O)S(=O)(=O)O)cc1 (stereo unspecified)	97	106	95	106	82	92	99	109	108
COc1ccc(C(=O)c2c(N)c(C#N)cn2-c2cc(Cl)cc(Cl)c2)cc1	106	103	99	116	111	99	111	115	106
Nc1nc(-c2ccc(Cl)cc2Cl)cc(-c2cc3cc(Br)ccc3oc2=O)n1	113	99	97	85	/	/	98	107	110
O=C(CCc1n[nH]c(=S)o1)c1nc2ccccc2[nH]1	116	97	105	111	88	97	93	104	116
O=C1Nc2ccccc2/C1=N/N1C(=O)CN(c2ccc(F)cc2)C1=O	99	93	94	92	85	98	94	101	103
Cc1ccc(-c2csc(/N=C3\C(=O)Nc4ccccc43)n2)cc1	20	23	-47*	33	42	2.7*	15	14	42
O=C(Cn1cc(-c2ccccc2)nn1)Nc1ccc2c(ccn2Cc2ccccc2)c1	102	104	96	106	82	89	99	107	114
COc1ccc(-c2cc3c(=N)n(NC(=O)c4ccccc4)cnc3o2)cc1	100	101	103	98	90	106	103	107	104
C(CCc1nn[nH]n1)CCC1CCCCC1	101	97	/	103	72	95	105	93	117
ClC1CC2CCC1C2 (stereo unspecified)	99	103	92	108	97	89	101	97	117
CCCCc1ccc(C(CC(=O)c2ccc(Br)cc2)c2ccc(Br)cc2)cc1 (stereo unspecified)	92	97	106	96	79	88	87	97	104

Laid out differently: results already given
SMILES,SF-539,SN12C,U251,SF-268,UO-31,PC-3,786-0,SF-295,DU-145
COc1ccc(C(O)S(=O)(=O)O)cc1 (stereo unspecified),97,106,95,106,82,92,99,109,108
COc1ccc(C(=O)c2c(N)c(C#N)cn2-c2cc(Cl)cc(Cl)c2)cc1,106,103,99,116,111,99,111,115,106
Nc1nc(-c2ccc(Cl)cc2Cl)cc(-c2cc3cc(Br)ccc3oc2=O)n1,113,99,97,85,/,/,98,107,110
O=C(CCc1n[nH]c(=S)o1)c1nc2ccccc2[nH]1,116,97,105,111,88,97,93,104,116

(listing goes on)
SMILES	SF-539	SN12C	U251	SF-268	UO-31	PC-3	786-0	SF-295	DU-145
Brc1ccc(-c2n(Cc3ccc4ccccc4c3)c(-c3ccccc3)c(-c3ccccc3)[n+]2Cc2ccc3ccccc3c2)cc1	-100*	-85*	-98*	-72*	-79*	-29*	-79*	-86*	-100*
COc1ccc2c(c1)nc(N)c1c3cc(C)c(C)cc3cn21	96	84	54	76	60	90	91	64	/
CCOC1Oc2ccc(C)cc2C(=O)/C1=C\Nc1cccc(S(N)(=O)=O)c1 (stereo unspecified)	104	107	106	92	75	91	102	112	110
CC(=O)/C(=C/n1ccc(=O)[nH]c1=S)C(=O)Nc1ccc([N+](=O)[O-])cc1	101	106	99	96	78	94	94	104	85
O=c1[nH]nc(-c2ccccc2)c2c(-c3ccccc3)onc12	0.1*	56	31	42	17	27	45	36	25
O=c1[nH]cnc2c1ncn2-c1ccc(N(CCO)CCO)cc1	109	98	113	/	90	107	101	112	/
Cc1nc2nc(N)[nH]c(=O)c2[nH]1	94	94	105	112	100	90	93	92	110
CC(C)(CO)NC(Cc1ccccc1)c1ccccc1 (stereo unspecified)	95	97	98	95	83	91	94	100	102
CCc1c(-c2cc3c(cn2)CCCC3)[nH]c2ccccc12	106	101	106	115	85	95	114	186	116
Cc1cc(C(F)(F)F)ccc1-c1cc(-c2ccc(F)cc2)n[nH]1	92	83	85	101	64	71	101	78	94
Cc1nonc1-c1ccc2c(c1)OCO2	96&111	103&109	108&94	95&90	97&95	96	107&104	101&91	109&94
Nc1nc(-c2cccc(Cl)c2)cc(-c2cc3ccccc3oc2=O)n1	103	89	104	102	60	113	95	105	102
CCNC(=O)[C@H](O)[C@@H](N)Cc1ccccc1	103	96	100	98	89	96	97	96	111
O=C1/C(=C/c2ccc(-c3cccc(C(F)(F)F)c3)o2)SC(=S)N1CCCN1CCOCC1	102	102	100	97	85	90	105	104	104
Cc1cc(=O)oc2cc(OC(=O)C3(C)CC3)ccc12	96	108	101	99	95	99	98	99	107
CCOC(=O)CC1c2nc3ccccc3cc2CN1C(=O)OCC (stereo unspecified)	115	90	/	109	95	91	93	95	117
Cn1cc(-c2csc(-c3cn(C)c4ccccc34)n2)c2cnccc21	-87*	68	-49*	45	-48*	55	-88*	-73*	29
Cc1ccc([P+](Cc2ccccc2)(c2ccccc2)c2ccccc2)cc1	23	19	10	28	69	2.4*	21	-6.8*	32
Cc1ccc(-c2csc(NC(=O)c3ccc(F)cc3)c2C(=O)O)cc1	101	88	66	95	94	72	86	/	85
CCOC(=O)C1=C(C)NC(C)=C(C(=O)OCC)C1c1ccc(OC)cc1	112	114	107	109	80	90	87	89	115
O=C1CCC(Nc2cccc(Cl)c2)N1 (stereo unspecified)	92	98	96	97	86	95	100	98	108
Cc1nc2cc(Nc3nc(Nc4ccc(F)cc4)nc(N4CCN(C)CC4)n3)ccc2n1Cc1ccccc1	-96*	35	/	15	-29*	20	-83*	-62*	17
COCCOCC(O)c1ccccc1 (stereo unspecified)	94	97	98	101	78	100	103	96	107
Cc1cc(C)n(-c2nc(-c3ccccc3)c(C#N)c(=O)n2C)n1	102	99	97	108	73	115	103	137	109
C[C@@H]1O[C@H](/C=C\c2ccccc2)[C@@H](O)[C@H]1O	101	102	99	118	92	103	/	98	114
O=[N+]([O-])c1ccc(/C=N\NC(=S)Nc2ccc(F)cc2)cc1	59&102	92&105	83&83	100&102	102&97	86&101	98&105	102	87&102
O=[N+]([O-])c1cc2ccccc2nc1-c1ccccc1	94	102	105	106	98	109	102	107	117
CCC1(CC)NC(=O)c2c(c3ccc(Cl)c(Cl)c3n2C)C1C#N (stereo unspecified)	95	84	96	90	71	91	94	102	123
Cc1ccnc(Nc2ccc([N+](=O)[O-])c(NCCN3CCOCC3)n2)c1	6.7*	37	23	32	34	12	25	36	10
Nc1nn2c(-c3cc4cc(Br)ccc4oc3=O)ccnc2c1N=Nc1ccc(S(N)(=O)=O)cc1	55	74	28	79	77	88	86	62	100

Single records, from the list above.
Record of COCCOCC(O)c1ccccc1 (stereo unspecified) : SF-539: 94; SN12C: 97; U251: 98; SF-268: 101; UO-31: 78; PC-3: 100; 786-0: 103; SF-295: 96; DU-145: 107
Record of Cc1ccnc(Nc2ccc([N+](=O)[O-])c(NCCN3CCOCC3)n2)c1 : SF-539: 6.7*; SN12C: 37; U251: 23; SF-268: 32; UO-31: 34; PC-3: 12; 786-0: 25; SF-295: 36; DU-145: 10
Record of CCC1(CC)NC(=O)c2c(c3ccc(Cl)c(Cl)c3n2C)C1C#N (stereo unspecified) : SF-539: 95; SN12C: 84; U251: 96; SF-268: 90; UO-31: 71; PC-3: 91; 786-0: 94; SF-295: 102; DU-145: 123

Following part:
SMILES	SF-539	SN12C	U251	SF-268	UO-31	PC-3	786-0	SF-295	DU-145
CCOC(=O)C1=C(NC)OCC1=O	104	103	96	99	88	86	106	106	110
NS(=O)(=O)c1ccc(-n2ncc(NC(=O)Nc3ccc(Cl)cc3)c2-c2ccccc2)cc1	111	102	88	102	89	106	97	105	106
COc1ccc(OCC(=O)Nc2ccc(-c3nc4ccccc4s3)cc2OC)cc1	56	92	71	84	71	74	57	85	105
C=C(C)[C@@H]1CC[C@]2(C(=O)N3CCN(CC)CC3)CC[C@]3(C)[C@H](CC[C@@H]4[C@@](C)(CCC(=O)N5CCN(CC)CC5)[C@H](C(=C)C)CC[C@]43C)[C@@H]12	66	67	41	77	28	33	0.4*	48	71
O=c1[nH]c(N2CCOCC2)nc2cc(NCc3ccccc3)ccc12	105	102	101	93	85	67	89	104	99
Nc1c(C(=O)c2ccc(Cl)cc2)sc2nc(-c3cnccn3)cc(-c3cccs3)c12	97	99	108	101	81	94	104	99	109
COc1ccc(-c2cnc3ccnn3c2-c2cc(OC)c(OC)c(OC)c2)cc1	-13*	42	38	53	48	30	40	/	20
COc1cc2cc(/C=C3\SC(=Nc4ccc(S(N)(=O)=O)cc4)NC3=O)c(Cl)nc2cc1OC	95	99	106	106	93	98	101	103	115
COc1cccc(N2CCN(CC(=O)N3CCN(c4nnc(-c5ccc(Cl)cc5)c(-c5ccc(Cl)cc5)n4)CC3)CC2)c1	58	77	66	84	/	16	79	67	89
COc1ccc(-c2nc(NCCO)[nH]c(=O)c2C#N)cc1	104	96	103	99	90	91	101	97	101
O=C(C[n+]1cccc(Br)c1)c1ccc2c(c1)CCCC2	99	104	102	103	90	94	88	104	110
COc1cnc2c(c1)C(=O)c1c-2n(CCCNC2=NCCS2)c(=O)c2cc([N+](=O)[O-])ccc12	-67*	13	-84*	-39*	-71*	-48*	-93*	12	-75*
C=CCc1cc(Nc2c3ccc(Cl)cc3nc3ccc(OC)cc23)cc(CN(CC)CC)c1O	21	/	12	23	5.5*	9.8*	12	-2.0*	20

High-throughput results from PubChem.
